# PI5P4Ka inh – inhibitors of human PI5P4K alpha. AID 652105. P48426. PI5P4Kalpha enzyme, ADP-Glo luminescence, 60 min; hits give low values. 330,000 compounds, 1.2% hits. max response, %; active = max response of -50% or lower; inconclusive = between -30% and -50%; inactive = -30% or higher; note: value at the top dose of about 77 µM; % is set by controls: 0 for no effect and ±100 for the full control effect
#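 Quantitative HTS of the MLSMR library against PI5P4Kalpha with substrate. ATP added last at 5 microM final; room temperature, 60 minutes. Remaining ATP depleted, ADP converted and read as luminescence.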
# PLK1 PBD inh – inhibitors of human PLK1 polo-box domain binding; Plk1 PBD binding of FITC phosphopeptide, fluorescence polarization; Potency, µM, for the others: max response, negative = inhibition, most hits filed as inhibitors; 360,000 compounds, 2.8% hits; AID 720504; note: potency is the fitted concentration of half-maximal effect; series mostly up to about 57 µM; % is set by controls: 0 for no effect and ±100 for the full control effect; nearly all actives have a fitted effect of over 65% in size
# WRN inhibitor – inhibitors of human WRN helicase; Q14191; WRN helicase unwinding, fluorescent forked duplex, kinetic; Potency, µM (highest dose often 114 µM), without a hit: at the top dose activity change, negative = inhibition, most hits filed as inhibitors; 360,000 compounds, 0.46% hits; AID 651768; note: potency is the fitted concentration of half-maximal effect; % is set by controls: 0 for no effect and ±100 for the full control effect; nearly all actives have a fitted effect of over 55% in size
#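 Kinetic red-fluorescence monitoring (525/598 nm) tracks WRN helicase activity after 100 nM fluorophore-quencher forked duplex and 2 mM ATP are added to 20 nM enzyme pretreated 15 min at room temperature with compound.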
# IL2 activator – IL-2 activation | IL-2 activation reporter assay, cell-based qHTS; stimulated with anti-CD3/CD4/CD28 beads; in transgenic mouse T cells | activation, % (series mostly up to about 46 µM) | 360,000 compounds, 0.065% hits; in the data active = activation above about 50%; inconclusive = mostly about 30% to 49%; note: 0% is about no effect
#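 Using fluorescent plate cytometry, EGFP and DsRed are detected in transgenic mouse T cells stimulated 18 h at 37 degrees C with antibody-coated beads after 60 min compound pretreatment.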
# EPAC1 ag – agonists of human EPAC1; O95398; EPAC1 agonist qHTS, biochemical assay; response scale: 100% = response to 6.5 mM cAMP; Potency, µM (titrated, usually from 154 µM), without a hit: top-dose activation, actives largely listed as activators; 360,000 compounds, 0.073% hits; AID 720707; note: potency is the fitted concentration of half-maximal effect; nearly all actives have a fitted effect of over 60% in size
#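 Fluorescent GDP-exchange assay: 100 nM EPAC1 with 250 nM Rap1B preloaded with BODIPY-GDP and 50 uM GDP; compounds tested as concentration series, 5 min at room temperature, then read every 5 min for 30 min (ex 480/em 540 nm); normalized to 6.5 mM cAMP.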
# EPAC2 ag – activates human EPAC2 exchange factor. 360,000 compounds, 0.079% hits. EPAC2 activation, biochemical qHTS; response scale: 100% = 6.5 mM cAMP response. AID 720711. Potency, µM (doses to about 154 µM), for inactives: at the highest dose activation, usual class: activators; note: potency is the fitted concentration of half-maximal effect; nearly all actives have a fitted effect of over 50% in size
# Target sequence (Q8WZA2 whole entry, looked up): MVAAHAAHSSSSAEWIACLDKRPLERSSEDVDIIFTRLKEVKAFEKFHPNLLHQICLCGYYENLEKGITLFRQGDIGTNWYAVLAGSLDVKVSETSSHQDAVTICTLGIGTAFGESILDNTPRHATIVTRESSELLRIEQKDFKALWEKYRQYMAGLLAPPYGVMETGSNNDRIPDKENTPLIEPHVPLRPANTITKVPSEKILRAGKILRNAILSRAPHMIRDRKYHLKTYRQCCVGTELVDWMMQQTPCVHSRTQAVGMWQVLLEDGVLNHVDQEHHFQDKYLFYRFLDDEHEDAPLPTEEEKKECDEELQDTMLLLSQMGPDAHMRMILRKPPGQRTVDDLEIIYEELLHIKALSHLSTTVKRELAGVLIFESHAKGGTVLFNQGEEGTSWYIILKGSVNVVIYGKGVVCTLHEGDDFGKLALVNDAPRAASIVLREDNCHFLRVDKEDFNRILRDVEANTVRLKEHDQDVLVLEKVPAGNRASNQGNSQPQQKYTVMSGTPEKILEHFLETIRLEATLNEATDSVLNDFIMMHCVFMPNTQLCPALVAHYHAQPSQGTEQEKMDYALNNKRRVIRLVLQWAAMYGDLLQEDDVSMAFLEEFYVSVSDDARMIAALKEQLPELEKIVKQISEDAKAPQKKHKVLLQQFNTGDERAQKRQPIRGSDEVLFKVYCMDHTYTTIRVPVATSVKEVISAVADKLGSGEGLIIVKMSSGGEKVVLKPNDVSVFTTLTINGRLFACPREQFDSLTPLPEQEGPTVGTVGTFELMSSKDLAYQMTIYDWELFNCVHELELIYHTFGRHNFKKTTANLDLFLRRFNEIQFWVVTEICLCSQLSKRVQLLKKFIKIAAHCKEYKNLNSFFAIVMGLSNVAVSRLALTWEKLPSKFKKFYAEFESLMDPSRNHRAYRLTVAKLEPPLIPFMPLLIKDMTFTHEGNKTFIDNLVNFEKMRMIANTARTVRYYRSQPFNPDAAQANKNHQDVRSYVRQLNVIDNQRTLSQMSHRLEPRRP
#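 Nucleotide exchange monitored as fluorescence drop when BODIPY-GDP leaves Rap1B. Reaction: 100 nM EPAC2, 250 nM RAP1B-BODIPY-GDP, 50 uM GDP, room temperature, kinetic read over 30 min. Activity expressed relative to 6.5 mM cAMP.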
# CCT chaperon mod – cytosolic chaperonin activity modulation; purified chaperonin ATPase assay, HTRF ADP detection, 30 min; 360,000 compounds, 0.3% hits; activity change, % (test concentration not listed), hits read low; in the data active = activity change below about -30%; note: % is set by controls: 0 for no effect and ±100 for the full control effect
#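 TRiC (40 or 20 nM final, by batch activity) in 30 mM Tris pH 7.4, 100 mM KCl, 5 mM MgCl2, 1 mM DTT was treated with compound at 76 uM single dose, then 10 uM ATP, 30 min at 37 °C. ADP was read by HTRF Transcreener.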
# EPAC1 antag – EPAC1 (human) antagonism; EPAC1 GEF assay, Rap1b-BODIPY-GDP exchange fluorescence; 360,000 compounds, 0.14% hits; Potency, µM (highest dose often 115 µM), inactives show at the highest dose activity change, negative = inhibition, usual class: inhibitors;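 note: potency is the fitted concentration of half-maximal effect; plate controls were vehicle for no effect and positive control for full effect; nearly all actives have a fitted effect of over 50% in size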
# * = called active by the depositor; ? = inconclusive; . = not tested or not shown; [ ] = dose if it differs, or a comment. Unless noted, calls come from the whole dose curve; as a rule, active = well fitted curve in the direction sought with a large enough effect; inconclusive = small, poorly fitted or top-dose-only effect, or another doubt; inactive = no such curve, though single readings can be large; an effect the other way counts as inactive or inconclusive. The list is partial. The share of hits here may be higher or lower than overall.
SMILES	PI5P4Ka inh	PLK1 PBD inh	WRN inhibitor	IL2 activator	EPAC1 ag	EPAC2 ag	CCT chaperon mod	EPAC1 antag
O=C(CCS(=O)(=O)c1ccccc1)OCc1ccc([N+](=O)[O-])cc1	-5	-3%	-2%	-2.7	6%	6%	-0.6	-29%
S=C(NCCc1ccccc1)NC1CCC(NC(=S)NCCc2ccccc2)CC1 (stereo not given)	3	0%	-1%	1.0	14%	-3%	0.7	2%
COc1ccc(NC2=Nc3cccc4cccc2c34)cc1	7	17%	?	-0.5	7%	17%	-1.0	27%
c1ccc(CN2CCN(Cc3nnc(-c4ccccc4)o3)CC2)cc1	4	-11%	-8%	0.6	10%	-3%	-0.2	-3%
O=C(c1cccs1)N1CCOCC1	4	-8%	3%	0.4	6%	8%	-4.2	-14%
COC(=O)/C(=C/c1cccc([N+](=O)[O-])c1)NC(=O)c1ccc(OC)cc1	-7	-26%	-5%	0.8	-4%	-1%	1.8	5%
Cc1ccc(NCC(=O)N/N=C\c2cccc(O)c2)cc1	0	-8%	-12%	0.0	6%	10%	1.5	-3%
COc1ccc(N(CC(=O)NC2CCCC2)C(=O)CCC(=O)Nc2nc(C)cs2)cc1OC	7	2%	-8%[57.1 µM]	0.5	-1%	-1%	-0.9	6%
CC(=O)c1c(N2CCN(Cc3ccccc3)CC2)nc(=S)n(Cc2ccccc2)c1C	1	-7%	20%	0.4	-7%	-1%	-0.9	2%
CCN1CCN(c2cc(C)c3cc(NC(=O)c4ccc5c(c4)OCO5)ccc3n2)CC1	5	2%	-15%	-3.8	-9%	-10%	-1.8	-7%
COCCCN1C(=O)c2ccc(C(=O)NCc3ccco3)cc2C1=O	0	-5%	1%	0.2	6%	-2%	-4.2	0%
Cc1ccc(NC(=O)CNS(=O)(=O)c2cccs2)cc1F	-3	3%	-11%[57.1 µM]	-0.9	1%	-3%	1.5	15%
COc1ccc(Cl)cc1NC(=O)COC(=O)c1cc(NS(=O)(=O)c2cccs2)ccc1O	-19	-12%	-24%	-3.6	-13%	4%	-5.6	?
C=CCn1c2ccccc2n2nc(C)c(=O)nc12	-2	-6%	-12%	3.6	-1%	-2%	-0.4	-2%
Cc1ccc(-c2nc3cccnc3s2)cc1NS(=O)(=O)c1ccc2c(c1)CCCC2	-5	-2%	-1%	-1.7	-7%	8%	0.3	?
O=C1CNC(=O)N1	-4	-1%	5%	1.2	-19%	0%	0.0	9%
Cc1ccc(NC(=O)C2CCN(S(=O)(=O)c3ccc4c(c3)CCCC(=O)N4)CC2)cc1N(C)C	-5	5%	2%	-1.7	13%	-3%	1.2	-18%
N#Cc1nc(-c2ccccc2F)oc1NCCc1ccccn1	3	1%	-6%	-0.4	4%	1%	2.8	0%
Cc1nc(Sc2ccc(Cl)cc2)c(C#N)c(C)c1[N+](=O)[O-]	8	-11%	3%	-3.7	5%	11%	1.1	-21%
CC1(C(=O)Nc2ccc3c(c2)OCCO3)CSCC(=O)N1C1CCN(Cc2ccccc2)CC1 (stereo not given)	3	-5%	1%	-0.5	-7%	-1%	.	8%
COc1cccc(CCNC(=O)C2CCCN(c3ncnc4c3nc3n4CCCCC3)C2)c1OC (stereo not given)	1	-2%	-6%	-3.7	4%	-3%	-1.2	12%
O=C(NCC1CCCO1)c1sc2cc(Cl)ccc2c1Cl (stereo not given)	-10	-5%	2%	-1.8	0%	6%	-3.0	-9%
Cc1[nH]n(-c2ccccc2)c(=O)c1N=Nc1ccc(C#N)cc1	3	3%	-5%	0.0	3%	0%	-3.1	13%
O=[N+]([O-])c1ccc2nc(NS(=O)(=O)c3ccc(F)cc3)sc2c1	?	?	?	0.7	-21%	-10%	0.5	?
COc1ccc(-c2nnc(SC(C)C(=O)Nc3c(C)n(C)n(-c4ccccc4)c3=O)o2)cc1 (stereo not given)	3	-6%	0%	2.1	15%	0%[15.6 µM]	-0.1	-15%
NS(=O)(=O)c1ccc(CCNC(=O)CN2CCCCCC2)cc1	1	-6%	-1%	-1.0	0%	2%	1.7	7%
S=C1NC2CCCCC2N1 (stereo not given)	2	-6%	6%	0.9	5%	11%	-3.8	1%
CCOC(=O)N1CCN(c2ccc(S(=O)(=O)N3CCOCC3)cn2)CC1	-7	-13%	-22%	-3.0	7%	2%	-2.2	-1%
CC/C(C)=N/Nc1nc2c(c(=O)[nH]c(=O)n2C)n1CCc1ccccc1	?	-7%	-8%	-0.1	-6%	0%	-0.6	-2%
CC(=O)c1cc(C)ccc1OC(=O)CCN1C(=O)C2C3c4ccccc4C(c4ccccc43)C2C1=O (stereo not given)	.	0%	8%	-1.8	1%	4%	0.4	7%
COC(=O)c1cccc(C23CC4(C2)[C@H](CN(Cc2ccc(C(F)(F)F)cc2)[C@@H]4c2ccccc2)C3c2ccccc2)c1 (stereo not given in full)	-9	-1%	-2%	1.5	-26%	-8%	0.8	-9%
Cc1ccc2c(c1)N(C(=O)CCC(=O)NCCCN1CCOCC1)CC(C)O2 (stereo not given)	-9	-7%	2%	-1.0	6%	6%	-0.5	-8%
COc1cccc(C2NC(C)(C(=O)O)C3C(=O)N(C(C)C)C(=O)C23)c1O (stereo not given)	7	-6%	-8%	0.7	-4%	11%	-4.0	-14%
CC(C)CNC(=S)NC(=O)c1ccc([N+](=O)[O-])cc1	3	-13%	-21%	-0.4	2%	11%	2.0	0%
CC(Sc1nnc(-c2ccc(OC(F)F)cc2)n1N)C(=O)NCC1CCCO1 (stereo not given)	-7	-9%	1%	-5.0	0%	6%	-2.9	-13%
Cc1c(C(=O)Nc2cccc(S(=O)(=O)N3CCOCC3)c2)oc2ccc(Br)cc12	-3	6%	-13%	0.7	15%	7%	0.4	6%
COc1cccc(-c2nc(CS(=O)(=O)CC(=O)NCCCN3CCN(C)CC3)c(C)o2)c1	6	-8%	-3%	-1.6	-15%	4%	-1.8	16%
COC(=O)Nc1ccc(S(=O)(=O)N2CCC(C(=O)N3CCC(C)CC3)CC2)cc1	-80*	9.5µM*	-19%	-0.4	-5%	5%	1.6	-14%
Cc1c(NC(=O)COC(=O)c2cccc(F)c2)c(=O)n(-c2ccccc2)n1C	0	-1%	2%	2.5	-6%	15%	-1.1	10%
Cc1ccc(S(=O)(=O)N(C)c2ccc(C(=O)N3CCCCC3)cc2)cc1	2	-4%	-3%	-1.4	4%	5%	-2.3	3%
CC(C)c1cccc(C(C)C)c1OC(=O)[C@H]1OC(C(C)(C)C)=C[C@@H]1c1ccccc1	3	-14%	-6%	-0.2	-12%	14%	-1.4	-14%
CCCCCC[N+](C)(C)CCSSCC[N+](C)(C)CCCCCC	-3	1.2µM*	18%	0.3	-5%	9%	-0.7	-11%
Cc1nc2sc(C(c3ccccc3)N3CCN(C)CC3)c(O)n2n1 (stereo not given)	-4	-14%	-8%	-0.7	-10%	11%	-2.3	8%
Cc1cc([N+](=O)[O-])ccc1NC(=S)NC(=O)C(c1ccccc1)c1ccccc1	-1	-5%	-34%[57.1 µM]	-0.7	3%	5%	-4.5	-10%
COC(=O)C[C@H](NC(=O)Cn1cnc2c(OCc3ccccc3)ncnc21)C(=O)OC	-2	-7%	-2%	-0.6	2%	4%	-1.7	-11%
CCC[C@@H](NS(=O)(=O)c1ccc(C)cc1)C(=O)Oc1ccc2c3c(c(=O)oc2c1)CCC3	-4	3%	-15%	-0.4	-2%	1%	0.0	-30%
O=C(Nc1cccc(C(F)(F)F)c1)c1cc2ncc(Br)cn2n1	.	-9%	-5%	-0.3	-4%	-6%	0.2	5%
C/C(=N\NC(=O)c1nnn(-c2nonc2N)c1CSc1ccc(C)cc1)c1ccco1	-16	-13%	-2%	0.0	1%	-6%	-0.7	2%
COc1ccc(/C=N\NC(=O)c2ccccc2)cc1COc1ccc(F)cc1	-1	7%	-3%	-0.8	17%	3%	-0.7	14%
CC1C(=O)C(C)(C)C(=O)OC1c1ccccc1 (stereo not given)	0	-8%	2%	-0.4	8%	9%	-1.9	-5%
COc1ccc(/C=C/C(=O)NCCSCc2ccco2)cc1	?	-2%	-21%[57.1 µM]	-0.4	-6%	4%	-1.9	-11%
CCOC(=O)N1CCN(C(=O)c2ccc(C)c(S(=O)(=O)Nc3ccccc3)c2)CC1	1	-7%	-29%	6.4	7%	13%	-1.8	-6%
CCc1ccc(S(=O)(=O)Nc2cccc(C3OCCCO3)c2)cc1	2	-1%	-16%	0.0	1%	1%	0.7	-12%
CN(C)/C(=N\S(=O)(=O)c1ccccc1)c1ccccc1	-3	-10%	-8%	1.0	-13%	4%	0.8	3%
COC(=O)c1cccc(NC(=O)CSc2nnnn2C)c1	-19	1%	-3%	2.3	3%	-3%	-0.6	-10%
COc1cc(C(=O)N2CCc3ccccc32)cc(OC)c1OC	-5	-16%	-32%	-0.8	-4%	9%	1.0	-3%
ONC(=Nc1ccccc1)C(=Nc1ccccc1)NO	8	-2%	-3%	0.1	24%	9%	-2.7	-12%
Cc1ccc(CN2CCN(CC(=O)NCc3ccccc3)CC2)cc1	0	-4%	2%	-3.6	2%	1%	0.4	-7%
COc1ccccc1OCC(=O)OCc1cc(-c2ccco2)on1	-11	-7%	-3%	-0.5	-9%	9%	0.5	-5%
CSc1nsc(SC)c1C(=O)O	-9	-17%	1%	0.1	8%	3%	-0.5	-1%

# (further entries)
SMILES	PI5P4Ka inh	PLK1 PBD inh	WRN inhibitor	IL2 activator	EPAC1 ag	EPAC2 ag	CCT chaperon mod	EPAC1 antag
Cn1cc(S(=O)(=O)Nc2ccc3c(c2)OCCO3)cn1	-1	-8%	5%	3.9	16%	8%	-1.9	4%
CCn1c(O)c(C2=NCCCC2)c2ccccc21	-6	-7%	-28%	-0.2	9%	10%	-1.4	-10%
O=C1CC2(CCN(S(=O)(=O)c3ccccc3F)CC2)Oc2ccccc21	6	-1%	-9%	-0.2	?	8%	0.6	-14%
CC(C)COC(=O)N1CC(O)CC1C(=O)Nc1ccc2c(c1)OCO2 (stereo not given)	-4	-6%	5%	-0.6	-4%	-1%	0.9	0%
CCc1nc2c(OCCc3cccc(OC)c3)cccn2c1N(C=O)Cc1ccccc1	-3	-5%	0%	-0.6	7%	4%	-0.6	-5%
